Screens deposited in PubChem by several laboratories.
GC-B act = GC-B (human) receptor activation; P20594; HEK293-GC-B cells, CNP EC30, cGMP TR-FRET; 0% at EC30 CNP, 100% saturating CNP; activation, % at 10 µM; 370,000 compounds, 0.11% hits;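 active = activation at 10 µM reaching about 35% in either raw or pattern-adjusted values, limit read from the data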
rCAG binder = binds r(CAG) RNA repeats; r(CAG) RNA repeat, TO-PRO-1 dye displacement fluorescence; inhibition, % at 3 µM; AID 651821; 370,000 compounds, 1.3% hits;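 active = inhibition above the plate cutoff, the mean of all test compounds on that plate plus 3 SD, cut at about 35% in these data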;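 note: 0% = DMSO alone and 100% = 100 µM mitoxantrone as full dye displacement; higher means more dye released from RNA so lower well fluorescence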
PRMT1 FP inh = inhibitors of human PRMT1. inhibition, % at 2.79 µM. recombinant PRMT1, activity-based probe fluorescence polarization. AID 652257. Q99873. 370,000 compounds, 1.3% hits;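 active = inhibition above about 21% made by adding two undisclosed values, limit read from the data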
TCR-CD3 inh = blocks the human TCR-CD3 interaction. TAMRA-labeled TCR probe fluorescence, biochemical. inhibition, % at 9.4 µM. 360,000 compounds, 0.37% hits. AID 651800; in the data active = inhibition above about 19%;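 note: recombinant mutant TCR 2C K166C tagged with TAMRA read by polarization; 0% = receptor in buffer alone and 100% = receptor with positive control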
mABHD4 FP = inhibitors of mouse ABHD4; 370,000 compounds, 0.54% hits; Q8VD66; purified mABHD4, FP-Rh probe fluorescence polarization; inhibition, % at 8.92 µM;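 active = inhibition exceeding the mean over every tested compound plus 3 SD, cut at about 30% in these data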;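 note: 0% = plate median of compound wells and 100% = S159A mutant with DMSO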
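assay system = mABHD4 protein | compound dosing = single nominal dose of 8.92 µM, 0.89% DMSO final | read-out basis = percent inhibition of probe binding, normalized to plate controls | schedule = Enzyme–compound pre-incubation 45 min, then probe 60 min, both 25 °C | detection = fluorescence polarization, excitation 525 nm, emission 598 nm, BODIPY TMR filters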
NPR1 activator = GC-A (human) enzyme activation. 370,000 compounds, 0.14% hits. activation, % at 10 µM. P16066. HEK293 GC-A cells, cGMP TR-FRET, EC30 ANP; 0% at EC30 ANP, 100% saturating ANP; in the data active = activation above about 40%
MBD2 DNA inh = blocks human MBD2 binding to methylated DNA; inhibition, % at 4.4 µM; AID 686964; 370,000 compounds, 0.31% hits; Q9UBB5; TR-FRET, MBD2 binding to methylated oligonucleotide; in the data active = inhibition above about 13%
SIAE inh = blocks human sialic acid acetylesterase; Q9HAT2; SIAE FP-Rh probe binding, fluorescence polarization; inhibition, % at 9.66 µM; 370,000 compounds, 0.69% hits;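 active = inhibition above a cutoff: mean of compounds within the control limits plus 3 SD of those, cut at about 17% in these data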;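 note: 0% = plate median of compound wells and 100% = probe without SIAE protein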
Target sequence (Q9HAT2 whole entry, looked up): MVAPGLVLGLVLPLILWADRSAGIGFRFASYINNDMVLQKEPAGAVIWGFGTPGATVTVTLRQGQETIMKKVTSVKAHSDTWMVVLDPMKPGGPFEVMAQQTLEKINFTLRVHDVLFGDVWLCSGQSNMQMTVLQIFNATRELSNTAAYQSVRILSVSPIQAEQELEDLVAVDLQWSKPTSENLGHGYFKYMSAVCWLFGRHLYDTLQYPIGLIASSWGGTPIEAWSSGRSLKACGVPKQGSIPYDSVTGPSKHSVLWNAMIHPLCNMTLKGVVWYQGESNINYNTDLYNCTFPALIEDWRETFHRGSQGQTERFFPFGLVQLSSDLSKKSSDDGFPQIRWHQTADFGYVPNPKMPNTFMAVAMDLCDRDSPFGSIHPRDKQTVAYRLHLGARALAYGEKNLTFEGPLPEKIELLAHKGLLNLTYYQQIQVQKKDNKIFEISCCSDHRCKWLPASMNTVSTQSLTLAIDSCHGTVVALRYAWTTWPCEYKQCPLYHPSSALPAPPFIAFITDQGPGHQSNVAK
HTRA1 inhibitor = blocks human HTRA1 serine peptidase. Q92743. recombinant HTRA1, FP-rhodamine activity-based probe, fluorescence polarization. inhibition, % at 5.96 µM. 340,000 compounds, 0.5% hits; in the data active = inhibition above about 36%;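 note: 0% = enzyme with DMSO and 100% = wells lacking enzyme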
Target sequence (Q92743 whole entry, looked up): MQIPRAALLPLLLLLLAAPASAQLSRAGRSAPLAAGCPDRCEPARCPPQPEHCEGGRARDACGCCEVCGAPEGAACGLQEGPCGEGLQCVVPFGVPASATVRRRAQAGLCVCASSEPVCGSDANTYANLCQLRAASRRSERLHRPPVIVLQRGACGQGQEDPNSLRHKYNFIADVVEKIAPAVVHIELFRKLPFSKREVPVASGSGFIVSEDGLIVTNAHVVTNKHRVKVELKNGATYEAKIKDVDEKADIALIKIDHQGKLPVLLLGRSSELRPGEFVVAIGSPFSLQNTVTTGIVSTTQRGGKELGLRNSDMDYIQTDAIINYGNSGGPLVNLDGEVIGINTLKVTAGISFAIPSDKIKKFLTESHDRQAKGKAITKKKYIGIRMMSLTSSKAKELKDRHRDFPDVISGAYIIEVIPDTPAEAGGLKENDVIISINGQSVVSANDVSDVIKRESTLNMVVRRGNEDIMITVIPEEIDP
UHRF1 binding = human UHRF1 methylated DNA binding inhibitors; Q96T88; UHRF1 binding to methylated oligo, TR-FRET; inhibition, % at 4.4 µM; 370,000 compounds, 0.75% hits; in the data active = inhibition above about 21%;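 note: UHRF1 SRA domain binding a hemimethylated CpG hairpin DNA probe; 0% = median of test compound wells and 100% = reference inhibitor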
An asterisk follows results filed as active; . = no result given. A portion of the library; rates above refer to the full screens.

SMILES | GC-B act | rCAG binder | PRMT1 FP inh | TCR-CD3 inh | mABHD4 FP | NPR1 activator | MBD2 DNA inh | SIAE inh | HTRA1 inhibitor | UHRF1 binding
CC(=O)c1ccc(-n2cc(C#N)c(=O)[nH]c2=O)cc1 | 7 | -2 | 0 | 3 | -13 | 2 | -4 | -4 | 3 | -2
CCN1CCN(CCCNC(=O)c2ccc(/C=C3/Sc4ccccc4N(Cc4ccccc4F)C3=O)cc2)CC1 | -2 | -6 | -3 | 0 | -6 | 3 | -1 | -6 | -10 | -1
C[C@H]1[C@H](c2ccccc2)Oc2cccc(NCCc3ccccc3)c2S(=O)(=O)N1Cc1ccc(F)cc1 | 1 | 5 | -3 | -1 | -2 | -1 | 1 | -1 | . | -2
CCN(CC)S(=O)(=O)c1ccc(N2CC(C(=O)NCCc3c[nH]c4ccccc34)CC2=O)cc1 (centres undefined) | 1 | 4 | 2 | -1 | 6 | 1 | -5 | 9 | -1 | -1
COCCNC(=O)C1CCCN(C(=O)c2csc3ccccc23)CC1 (centres undefined) | 4 | 0 | 0 | -3 | 3 | -1 | 3 | -1 | . | 2
c1cncc(-c2nc3ccccn3c2Nc2ccc3c(c2)OCCO3)c1 | 17 | 4 | -6 | -2 | 15 | 29 | 3 | 17 | -6 | -1
COc1ccc(C2CC(=O)n3c(nc4ccccc43)S2)cc1OC (centres undefined) | -5 | -2 | 0 | -2 | -3 | -2 | 1 | 9 | 1 | 1
COc1ccc(C(=O)NCC(=O)N/N=C/c2cccnc2)cc1 | 0 | 3 | -2 | 9 | 3 | -2 | -1 | -6 | 6 | 0
Cc1cccc2nc(CSc3nc4ccccc4o3)cn12 | 1 | -2 | 3 | 1 | 2 | -1 | 8 | 2 | 2 | 1
O=C(COC(=O)[C@@H]1CCCN1C(=O)c1cccs1)NCCc1ccccc1 | 1 | -5 | -1 | -4 | 1 | 0 | 4 | 5 | 3 | 2
O=C1Nc2ccccc2C1(c1ccccc1)c1ccccc1 | -3 | 4 | 1 | 1 | -14 | -3 | 1 | -2 | -19 | 2
CCOC(=O)C1C(=O)NC(N2CCc3ccccc32)=NC1c1ccccc1 (centres undefined) | -8 | 3 | -1 | 5 | -7 | 8 | 2 | -1 | 1 | 1
Cc1ccc(C(=O)Nc2ccon2)cc1S(=O)(=O)N1CCCC1 | 2 | -1 | -2 | 12 | 2 | 0 | -2 | -4 | -1 | -2
COc1ccc(CCN=C(N)NS(=O)(=O)c2cccs2)cc1 | 3 | -1 | 1 | 3 | -2 | 1 | -2 | 3 | -1 | 0
COc1ccc(NC(=O)CSc2nc3nc(C)cc(C)n3n2)cc1 | -4 | 1 | 3 | -5 | -1 | -2 | 6 | 9 | 5 | 2
CCOC(=O)NC(=O)C(=CNc1ccccc1OC)C(=O)NC(=O)OCC | -4 | -5 | 4 | 0 | -19 | -2 | 6 | -8 | 7 | 3
Cc1ccc(CC2CC(=O)N(c3cc(C)on3)C2=O)cc1 (centres undefined) | 4 | 0 | 1 | 5 | 2 | 1 | -1 | -2 | -6 | -2
CCCn1c(N)c(N(CCOC)C(=O)c2ccccc2F)c(=O)[nH]c1=O | 2 | 5 | 1 | 1 | 9 | 3 | -2 | 1 | -1 | 1
CCOC(=O)C1=C(c2ccccc2)OC(N)=C(C#N)C1C1CCCCC1 (centres undefined) | -5 | -10 | 1 | -2 | -13 | -12 | 3 | 3 | -42 | -2
CCOC(=O)C1(Cc2ccccc2)CCN(Cc2cn(CC(=O)OC)c3ccccc23)CC1 | -1 | -3 | 0 | -4 | 2 | 1 | 2 | 5 | -6 | 1
Cc1ccc(NC(=O)CCNS(=O)(=O)c2ccc3c(c2)CCC(=O)N3)cc1C | 1 | 4 | 0 | 3 | 9 | -1 | -2 | -4 | -1 | 0
Oc1ccc(Nc2nc(-c3ccc4ccccc4c3)cs2)cc1 | -13 | 29 | 1 | -1 | 6 | 1 | -4 | 9 | 32 | -2
O=C(Nc1ccccc1[N+](=O)[O-])c1ccc(S(=O)(=O)N2CCCC2)cc1 | -3 | 0 | -3 | 0 | -1 | -3 | -3 | 4 | 4 | -2
COc1ccc(OC)c(S(=O)(=O)N(C)CC(=O)N2CCc3ccccc3C2)c1 | 2 | -1 | -1 | 0 | 6 | 0 | -4 | 0 | -3 | -2
O=C(c1ccc(Cl)c(S(=O)(=O)N2CCCCCC2)c1)N1CCCCC1 | 1 | -10 | 4 | -2 | -4 | 2 | -4 | -2 | 3 | 1

Looked up above.
SIAE inh with O=C1Nc2ccccc2C1(c1ccccc1)c1ccccc1 stands at -2
MBD2 DNA inh with Cc1ccc(NC(=O)CCNS(=O)(=O)c2ccc3c(c2)CCC(=O)N3)cc1C stands at -2

Next entries follow:
SMILES | GC-B act | rCAG binder | PRMT1 FP inh | TCR-CD3 inh | mABHD4 FP | NPR1 activator | MBD2 DNA inh | SIAE inh | HTRA1 inhibitor | UHRF1 binding
CCOc1ccc(Nc2cc(=O)oc3ccccc23)cc1 | -4 | -3 | -2 | 5 | 8 | 1 | -3 | -3 | -15 | -2
CCN(CC)C(=O)C(C)OC(=O)COc1ccc(Cl)cc1Cl (centres undefined) | 1 | 1 | 2 | -3 | -1 | 5 | 3 | 2 | 2 | 3
CCOC(=O)[C@]12CCCC=C1N(Cc1ccco1)C(=O)[C@H](CC(=O)N1CCC(c3ccccc3)CC1)C2 | 4 | 2 | -1 | 1 | -5 | 1 | -4 | -8 | . | -2
CCC(=S)/C=C1\Sc2ccccc2N1CCCS(=O)(=O)O | 0 | 9 | 34* | 2 | 5 | 1 | -3 | 5 | 4 | -1
CCNC(=O)C1(C)CCN(C(=O)c2ccc(N(C)C)cc2)C1 (centres undefined) | -2 | -1 | -1 | 1 | 0 | 3 | 6 | 3 | . | -4
O=C1/C(=C\Nc2ccccc2)CCN1c1ncccn1 | 1 | 0 | -2 | -4 | -2 | -4 | 5 | 5 | -3 | 2
Cc1ccc(/C=N/N(C)S(=O)(=O)c2ccc(C)cc2)cc1 | 8 | -3 | 2 | 7 | -4 | -3 | -3 | -7 | -16 | -3
CCOc1ccccc1NC(=O)CSc1nnc(CNC(=O)c2ccco2)o1 | -2 | -2 | 2 | -5 | -1 | 0 | 2 | -5 | -2 | 4
COc1cc(F)ccc1-c1cc(C(=O)NCc2cccs2)[nH]n1 | 2 | 1 | -1 | -5 | -4 | 10 | 1 | -2 | . | 4
Cc1cc(N2C(=O)C(O)=C(C(=O)c3cccs3)C2c2ccc(F)cc2)no1 (centres undefined) | -3 | 7 | 11 | 2 | -2 | 16 | 2 | -2 | 2 | 2
CCN(C(=O)COC(=O)c1cc([N+](=O)[O-])ccc1N1CCOCC1)c1ccccc1 | 1 | 0 | 6 | -2 | 1 | 2 | -4 | 3 | 7 | 1
OC[C@H]1OC(O)[C@H](O)[C@@H](O)[C@H]1O (some centres undefined) | 5 | 3 | -5 | 2 | 0 | -1 | -8 | 3 | -7 | -2
COc1cc2c(cc1OC)CN(C(=O)/C=C/c1cccs1)CC2 | -1 | -2 | -4 | 1 | 0 | 1 | -3 | 3 | -2 | -5
O=C(NCC1CCCO1)C(C(=O)c1ccccc1)n1ccccc1=O (centres undefined) | 3 | 1 | 0 | 1 | -2 | 2 | 0 | 1 | 1 | -1
CNc1ccccc1C(C)(C)c1cc(-c2cccc([N+](=O)[O-])c2)no1 | 2 | -1 | -2 | -6 | -15 | -4 | -3 | -3 | -6 | 7
C[C@H](CO)N1C[C@H](C)[C@@H](CN(C)Cc2ccc(-c3ccccc3)cc2)Oc2c(NC(=O)Nc3ccc4c(c3)OCO4)cccc2C1=O | -1 | 13 | 3 | -3 | -1 | -2 | 3 | -1 | -23 | 0
Cc1ccc(OCC(=O)NCc2cccnc2)cc1 | 0 | 0 | 0 | 8 | -8 | 0 | 2 | -9 | 4 | 0
O=C(O)c1ccc(CNCc2ccc(Cl)cc2)cc1 | 1 | 0 | 2 | 2 | 0 | -5 | 2 | -2 | 10 | 2
O=C1C2C3C=CC(CC3)C2S(=O)(=O)C2C3C=CC(CC3)C12 (centres undefined) | -5 | 3 | -5 | -2 | 2 | 5 | -2 | -2 | 5 | -1
O=C1C2=C(CCCC2)C(=O)N1c1cccc(OCCBr)c1 | 0 | -4 | 1 | -1 | 2 | 2 | 4 | 2 | 2 | 4
NNC(=O)Cn1c2ccccc2c2ccccc21 | 5 | 7 | -4 | 4 | 2 | -2 | 14* | 4 | -6 | -2
Cc1csc(C(=O)O)c1-c1c(C)csc1C(=O)O | 6 | 1 | -2 | 8 | 0 | 1 | 2 | -18 | -2 | 0
COc1ccc(OCCCC(=O)Nc2nncs2)cc1 | 3 | -1 | 1 | -2 | 5 | 3 | -1 | 2 | 1 | 0
CCn1c(COc2ccc(Cl)cc2)nnc1SCc1ccc(C#N)cc1 | -4 | -7 | -3 | 1 | -2 | -5 | 3 | -8 | -7 | 3
CCOC(=O)c1c(NC(C)=O)sc2c(OCCN(CC)CC)c(Br)ccc12 | 2 | 2 | 3 | -2 | 1 | 0 | 0 | 0 | -10 | -3

Next part, overlapping the part above by two compounds.
SMILES | GC-B act | rCAG binder | PRMT1 FP inh | TCR-CD3 inh | mABHD4 FP | NPR1 activator | MBD2 DNA inh | SIAE inh | HTRA1 inhibitor | UHRF1 binding
CCn1c(COc2ccc(Cl)cc2)nnc1SCc1ccc(C#N)cc1 | -4 | -7 | -3 | 1 | -2 | -5 | 3 | -8 | -7 | 3
CCOC(=O)c1c(NC(C)=O)sc2c(OCCN(CC)CC)c(Br)ccc12 | 2 | 2 | 3 | -2 | 1 | 0 | 0 | 0 | -10 | -3
CCc1nnc(NC(=O)C=C(C)C)s1 | 0 | 0 | -1 | 8 | 5 | -1 | 2 | -4 | 1 | -1
CC1CCCN(C(=O)c2ccc(Cl)c(S(=O)(=O)N3CCCCCC3)c2)C1 (centres undefined) | -7 | 1 | 5 | -6 | -9 | -2 | 1 | 4 | 0 | 3
CC(=O)N1N=C(c2cccs2)CC1c1cccc([N+](=O)[O-])c1 (centres undefined) | 1 | -3 | 0 | -5 | 0 | 1 | -4 | -1 | 2 | 1
Cc1cc(C(=O)CSc2nnc(N)s2)c(C)n1CCc1ccc(Cl)cc1 | -8 | 5 | 2 | -4 | -6 | 0 | 2 | 0 | -33 | -1
CN(C)c1ccc(-c2csc(C(O)(c3ccccc3)C(F)(F)F)n2)cc1 (centres undefined) | -2 | 6 | -1 | 3 | -2 | 2 | 2 | 2 | . | 0
Cc1cc(C)c2c(=O)n(CC(=O)Nc3cccc(F)c3)sc2n1 | 18 | 0 | 90* | 1 | 9 | 29 | -3 | 6 | -1 | -1
Cc1cc(C)cc(-n2ncc3c2CCCC3NC(=O)CN2CCCC2=O)c1 (centres undefined) | -2 | -3 | 1 | -2 | 4 | -2 | 0 | 10 | 0 | 0
COc1ccc(OC)c(C(=O)NC(CC(N)=O)c2ccc(N3CCN(c4ccccc4)CC3)c([N+](=O)[O-])c2)c1 (centres undefined) | 3 | 5 | 2 | -1 | -4 | -1 | 3 | 0 | -2 | 4
O=C(Nc1nnc(C2=COCCO2)o1)C1CCCCC1 | 2 | -1 | 0 | -2 | -2 | 1 | 5 | 0 | 3 | -3
Cc1cccc(-c2nc3ccccc3c(=O)n2NC(=O)c2cccnc2Cl)c1 | 4 | 0 | 0 | -2 | -5 | 0 | 1 | -2 | 4 | -2
Cc1cc(C)nc(/N=C(\N)N(Cc2ccccc2)Cc2ccccc2)n1 | -21 | -5 | -3 | 2 | -5 | -43 | -4 | -1 | -5 | 0
